FAK blocker: FAK kinase inhibitors, primary screen, biochemical; Focal adhesion kinase 1 (Homo sapiens), Q05397; biochemical FAK kinase activity assay; inhibition, %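 (tested at 7 µM)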; 0.84% of 97,000 active; in the data active = inhibition above about 19%;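 note: 0% = DMSO and 100% = reference compound high control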
ERb SRC1 inh: inhibitors of ERβ-SRC1 coactivator interaction, primary screen, biochemical, TR-FRET, ERβ LBD, SRC-1 peptide; Estrogen receptor beta (Homo sapiens), Q92731; TR-FRET ER-beta LBD / SRC1-Cy5 peptide binding; receptor agonist-loaded with 1 µM estradiol; inhibition, % at 25.6 µM; 1.3% of 86,000 active;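 active = compounds whose percent inhibition of the receptor-coactivator binding signal exceeds about 50% in the single-dose screen, limit read from the data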;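 note: 0% = receptor plus peptide wells without compound and 100% = peptide-only wells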
Target sequence (Q92731 whole entry, looked up, the tested form may be a part): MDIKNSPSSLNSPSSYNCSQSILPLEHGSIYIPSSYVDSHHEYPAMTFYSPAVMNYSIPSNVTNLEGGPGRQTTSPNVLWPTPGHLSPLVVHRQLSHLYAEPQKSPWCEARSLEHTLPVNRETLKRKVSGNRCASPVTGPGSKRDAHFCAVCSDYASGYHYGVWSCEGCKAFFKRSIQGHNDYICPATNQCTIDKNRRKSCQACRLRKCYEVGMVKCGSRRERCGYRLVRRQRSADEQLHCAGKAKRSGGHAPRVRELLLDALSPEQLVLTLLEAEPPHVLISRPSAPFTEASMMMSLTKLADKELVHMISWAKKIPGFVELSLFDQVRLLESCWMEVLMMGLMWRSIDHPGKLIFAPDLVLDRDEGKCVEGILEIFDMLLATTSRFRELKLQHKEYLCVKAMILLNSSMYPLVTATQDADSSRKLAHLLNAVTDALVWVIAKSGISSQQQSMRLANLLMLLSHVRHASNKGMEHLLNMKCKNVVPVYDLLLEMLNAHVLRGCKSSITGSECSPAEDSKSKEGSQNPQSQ
PLK1 PBD inh: Plk1 polo box domain binding inhibitors, primary screen, biochemical, fluorescence polarization. AID 693, 2007. 0.13% of 97,000 active. inhibition, %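 (tested at about 20 µM)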. Serine/threonine-protein kinase PLK1 (Homo sapiens), P53350. Plk1 PBD phosphopeptide binding; in the data active = inhibition above about 34%, passing the limit was not always enough
Target sequence (P53350 whole entry, looked up, the tested form may be a part): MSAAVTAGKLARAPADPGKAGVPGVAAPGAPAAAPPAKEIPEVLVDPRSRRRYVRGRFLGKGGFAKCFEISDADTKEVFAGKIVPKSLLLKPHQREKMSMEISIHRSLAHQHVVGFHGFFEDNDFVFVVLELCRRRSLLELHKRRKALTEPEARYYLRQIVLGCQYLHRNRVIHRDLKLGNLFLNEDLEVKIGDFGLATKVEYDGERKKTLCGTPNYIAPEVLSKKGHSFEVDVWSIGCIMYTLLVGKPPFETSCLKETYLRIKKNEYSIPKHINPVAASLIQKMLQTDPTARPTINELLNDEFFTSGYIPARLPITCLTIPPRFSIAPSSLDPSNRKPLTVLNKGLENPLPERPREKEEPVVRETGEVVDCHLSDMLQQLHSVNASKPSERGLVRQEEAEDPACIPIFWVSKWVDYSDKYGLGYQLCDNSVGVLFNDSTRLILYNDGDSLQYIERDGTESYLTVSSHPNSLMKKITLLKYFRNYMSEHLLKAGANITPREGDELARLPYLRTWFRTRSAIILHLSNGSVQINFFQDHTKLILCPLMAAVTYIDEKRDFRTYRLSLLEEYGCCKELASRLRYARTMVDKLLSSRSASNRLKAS
Mac1 fbg enh: enhancers of CD11b/CD18 adhesion to fibrinogen, primary screen, K562 cells, luminescence | Integrin beta-2 (Homo sapiens) + Integrin alpha-M (Homo sapiens), P05107+P11215 | ATPlite luminescence | activation, % at 10 µM | 0.07% of 93,000 active | AID 1499, 2009;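 active = 10 µM primary screen giving 50% or more activity, confirmed by 40% or more on retest at that dose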; note: strong numbers were not always called active
PLK1 kinase inh: human PLK1 kinase inhibitors, primary screen, biochemical, TR-FRET; recombinant PLK1 kinase, TR-FRET peptide phosphorylation; inhibition, % at 10 µM; Serine/threonine-protein kinase PLK1 (Homo sapiens), P53350; 0.53% of 97,000 active;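 active = inhibition of 50% or more in the single-concentration screen; inactive = inhibition below 50%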;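 note: 0% = DMSO max control and 100% = H-89 dihydrochloride min control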
ERa coact pot: enhancers of ERα–SRC-1 coactivator binding, primary screen, biochemical, TR-FRET, ERα LBD, low estradiol; 1.3% of 86,000 active; AID 639, 2007; TR-FRET ERalpha-LBD/SRC-Cy5 coactivator binding, 2 h; 100 = basal binding, no effect; coactivator binding (% of control), % at 25.6 µM; Estrogen receptor (Homo sapiens), P03372; in the data active = activity above about 200%;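 note: binding measured in presence of low estradiol as agonist stimulus; 0% = peptide alone without receptor and 100% = receptor with peptide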
CD11b adhes inh: inhibitors of CD11b/CD18 adhesion to fibrinogen, primary screen, K562 cells, luminescence; 0.54% of 93,000 active; ATPlite luminescence; Mn2+ added to activate the integrin; AID 1497, 2009; inhibition, % at 10 µM;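 active = primary inhibition of 50% or more at 10 µM, then 40% or more on retest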; note: some results filed as inactive read as strong as hits
HIV Rev-RRE inh: HIV-1 Rev-RRE binding inhibitors, primary screen, biochemical, FRET, protein-RNA interaction. Rev peptide-RRE RNA binding. inhibition, % at 8 µM. 0.79% of 97,000 active;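 active = inhibition above the screen-wide mean plus 3 SD, cut at about 35% in these data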;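 note: 0% = median DMSO wells and 100% = median Neomycin B control wells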
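Test system – labelled RRE RNA duplex and labelled Rev peptide · Reagent – labelled Rev peptide · Doses – one concentration, 8 µM nominal · Incubation – 5 + 15 min at 25 °C · Signal – FRET fluorescence readout · Read-out basis – % inhibition of FRET ratio versus controls · Control set – DMSO wells as 0% and neomycin B wells as 100% inhibition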
ERa coact inh: ERα–SRC-1 coactivator interaction inhibitors, primary screen, biochemical, TR-FRET, ERα LBD, estradiol-bound; Estrogen receptor (Homo sapiens), P03372; TR-FRET ER-alpha LBD / SRC-1 peptide; inhibition, % at 25.6 µM; 1.7% of 86,000 active; in the data active = inhibition above about 50%;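 note: 0% = receptor plus peptide control and 100% = peptide only without receptor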
Starred values were filed as active, the others as inactive; / = no result given; [ ] = another dose, or the depositor's remark.

FAK blocker	ERb SRC1 inh	PLK1 PBD inh	Mac1 fbg enh	PLK1 kinase inh	ERa coact pot	CD11b adhes inh	HIV Rev-RRE inh	ERa coact inh	SMILES
2	5	-18	0	-4	112[fluorescence artefact?]	5	-7	-3	CCOC(=O)N1CCN(CC(O)COC2CC(C)CCC2C(C)C)CC1 (stereo not drawn)
1	13	19	0	5	115	-19	7	2	CCCN(Cc1cc2ccc(C)cc2[nH]c1=O)C(=O)c1ccccn1
1	-8	21	/	-7	101	/	4	-8	Cc1nn(Cc2ccccc2)c(C)c1NC(=O)CCC(=O)O
2	/	4	/	-4	/	/	6	/	CCC1Oc2ccccc2N(CC(=O)Nc2ccc3c(c2)OCCO3)C1=O (stereo not drawn)
-2	-6	5	10	-12	105	-33	9	3	CCC(C)(C)n1nnnc1C(c1ccccc1OC)N1CCSCC1 (stereo not drawn)
-2	1	9	/	-19	97	/	1	-1	CCOCCCNC(=O)c1c[nH]c2ccc(C)cc2c1=O
5	0	-8	1	-12	117	-24	40*	4	COc1ccc(N2CCN(c3nc(=S)n(-c4ccccc4)c(C)c3C(C)=O)CC2)cc1
0	/	-10	/	-11	/	/	7	/	CC(=O)c1cnc2c(C(=O)O)cnn2c1C
/	2	/	1	/	114	-42	/	-2	O=C(O)CCC(=O)NCc1ccc2[nH]c3c(c2c1)CCCC3
/	-11[fluorescence artefact?]	/	6	/	104[fluorescence artefact?]	4	/	-7	CCOC(=O)Nc1ccccc1N1C(=O)c2ccccc2C1=O
0	0[fluorescence artefact?]	-14	2	-11	103[fluorescence artefact?]	7	9	3[fluorescence artefact?]	CCc1ccc2[nH]c(=O)c(CN(CCN(CC)CC)C(=O)Nc3ccccc3OC)cc2c1
-2	-2	24	1	-4	91	3	3	-13	Cc1nnc(SCC(=O)NCCN2C(=O)CSC2=O)s1
-5	4	10	-2	-21	114[fluorescence artefact?]	17	8	-5	Cc1onc(-c2ccccc2)c1C(=O)Nc1ccc(-c2nnc3n2CCCCC3)cc1
5	/	-6	/	-7	/	/	0	/	COc1ccc(-c2cc(C(=O)NCc3ccc(Cl)cc3)no2)cc1OC
-1	-3	11	0	-5	112	2	6	20[fluorescence artefact?]	CCN1CCN(CC(O)COc2ccc(Cl)cc2)CC1 (stereo not drawn)
11	0	-22	/	0	121	/	-2	0	Cc1ccc(Nc2cc(-n3nc(C)cc3C)ncn2)cc1
-7	-4	-22	0	4	100	-6	-3	-10	CC1=C2C(=O)OC(c3ccoc3)C2(C)CCC1 (stereo not drawn)
1	4	-12	4	-2	106	1	6	4	CN(C(=O)c1cccnc1)c1nnc(-c2cnccn2)s1
0	-5	6	-2	-27	102	0	1	-2	COc1ccc(S(=O)(=O)c2ccc(OC)cc2)cc1
-1	7	-14	-1	-2	99	-5	-1	2	COc1ccccc1NC(=O)N(CCN(C)C)Cc1cc2cc(C)ccc2[nH]c1=O

Reformatted field by field: entries from further up
> COc1ccc(S(=O)(=O)c2ccc(OC)cc2)cc1
- FAK blocker: 0
- ERb SRC1 inh: -5
- PLK1 PBD inh: 6
- Mac1 fbg enh: -2
- PLK1 kinase inh: -27
- ERa coact pot: 102
- CD11b adhes inh: 0
- HIV Rev-RRE inh: 1
- ERa coact inh: -2

> CCOC(=O)Nc1ccccc1N1C(=O)c2ccccc2C1=O
- FAK blocker: /
- ERb SRC1 inh: -11[fluorescence artefact?]
- PLK1 PBD inh: /
- Mac1 fbg enh: 6
- PLK1 kinase inh: /
- ERa coact pot: 104[fluorescence artefact?]
- CD11b adhes inh: 4
- HIV Rev-RRE inh: /
- ERa coact inh: -7

> CC(=O)c1cnc2c(C(=O)O)cnn2c1C
- FAK blocker: 0
- ERb SRC1 inh: /
- PLK1 PBD inh: -10
- Mac1 fbg enh: /
- PLK1 kinase inh: -11
- ERa coact pot: /
- CD11b adhes inh: /
- HIV Rev-RRE inh: 7
- ERa coact inh: /

> O=C(O)CCC(=O)NCc1ccc2[nH]c3c(c2c1)CCCC3
- FAK blocker: /
- ERb SRC1 inh: 2
- PLK1 PBD inh: /
- Mac1 fbg enh: 1
- PLK1 kinase inh: /
- ERa coact pot: 114
- CD11b adhes inh: -42
- HIV Rev-RRE inh: /
- ERa coact inh: -2

New compounds follow
FAK blocker	ERb SRC1 inh	PLK1 PBD inh	Mac1 fbg enh	PLK1 kinase inh	ERa coact pot	CD11b adhes inh	HIV Rev-RRE inh	ERa coact inh	SMILES
0	0	-15	-7	-6	110	-11	3	-4	COCC(=O)NC1CCN(C(=O)NCc2ccccc2)CC1
0	26	19	-4	-9	98[fluorescence artefact?]	0	5	4	c1ccc(COc2ccc(OCCCNC3CCCC3)cc2)cc1
1	-6	22	/	-5	94	/	2	-5	Cc1ccc(CNC(=O)c2ccccc2N)cc1
1	25	8	-4	-10	87	4	9	23	O=C(CSc1nnc(Cc2ccccc2)n1-c1ccc(F)cc1)N1CCOCC1
-6	-2	-8	0	-6	88	4	9	-4	Nc1c(C(=O)NCCN2CCOCC2)c2nc3ccccc3nc2n1CCc1ccccc1F
/	-9	/	-4	/	103	-18	/	-14[fluorescence artefact?]	Cc1[nH]n2c(=O)c3c(nc2c1-c1ccc(Cl)cc1)CCC3
0	/	-13	-2	-6	/	-2	8	/	COc1ccc(CNC(=O)C(C)N=C2NS(=O)(=O)c3ccccc32)cc1OC (stereo not drawn)
-1	-3	-11	0	0	115	-1	5	-7	COc1cccc(C2=N/C(=C\N(C)C)C(=O)O2)c1
-2	-6	-16	7	-11	98[fluorescence artefact?]	11	-2	10	COC(=O)c1cc(=O)n(Cc2ccc(OC)c(OC)c2)c(=Nc2ccc(F)cc2)s1
0	-6	-2	/	-4	107	/	2	-6	Cc1cc(C)c2c(C)c(C(=O)NCc3ccncc3)oc2c1
-4	-9	-4	-4	10	106	5	-2	-3	CC(=O)Nc1nc(S(=O)(=O)c2ccc(C)cc2)c(Cl)s1
-6	2	-7	1	8	106[fluorescence artefact?]	0	1	0	O=C1CC(SC(=NCc2ccc3c(c2)OCO3)Nc2ccccc2)C(=O)N1 (stereo not drawn)
-6	9	-11	1	-7	90[fluorescence artefact?]	-12	5	9[fluorescence artefact?]	CC1(C)CC(=O)C(C=Nc2ccc3c(c2)OCO3)=C(O)C1
3	10[fluorescence artefact?]	5	/	-5	114	/	4	8	Cc1c(NC(=O)CN2C(=O)C3C4C=CC(C4)C3C2=O)c(=O)n(-c2ccccc2)n1C (stereo not drawn)
-8	/	-2	/	-8	/	/	5	/	CCC(C)Oc1nc(C)cc(C)c1S(=O)(=O)c1ccccc1C (stereo not drawn)
5	/	12	-5	-14	/	14	58*	/	Cc1ccc(S(=O)(=O)N[C@H](C(=O)Oc2ccc3c(C(F)(F)F)cc(=O)oc3c2)c2ccccc2)cc1
3	/	-13	-1	-16	/	-23	11	/	COc1cc(NC(=S)NCc2ccco2)cc(OC)c1
1	/	-18	0	-9	/	6	16	/	FC(F)(F)c1cccc(Cn2nnnc2-c2ccc(Cl)cc2)c1
1	-11	-17	5	-15	90	3	2	4[fluorescence artefact?]	CCOC(=O)CSc1snnc1-c1ccccc1
0	1[fluorescence artefact?]	-4	20	-2	87	-5	4	13	O=C(NCCN1CCCC1)c1ccc(CS(=O)(=O)c2c(Cl)cccc2Cl)o1
7	-5	12	-2	29	111	14	5	-8	O=C(CCSCCc1ccccn1)Nc1ccccn1
-2	/	7	/	-7	/	/	0	/	CC(C)CCn1nnnc1C(c1ccccc1)N1CCC(C(N)=O)CC1 (stereo not drawn)
-1	7	17	-2	-13	96[fluorescence artefact?]	10	4	-1	Cc1nnc(NC(=O)C(C)Oc2ccc3c(C)cc(=O)oc3c2)s1 (stereo not drawn)
-2	4	18	-4	6	102	-10	11	-1	CC(C)Oc1ccc(C(=O)NC2CCCCC2)cc1
2	/	-24	/	-4	/	/	10	/	CCCCC(=O)Nc1cc(C(=O)NCCc2ccccc2)ccc1Cl
-4	2[fluorescence artefact?]	-21	/	-20	120[fluorescence artefact?]	/	9	4[fluorescence artefact?]	Cc1cc2oc(=O)cc(CN3CCN(Cc4ccccc4)CC3)c2cc1Cl
-10	/	-33	1	-6	/	18	1	/	O=C(/C=C/c1ccccc1)Nc1ncn[nH]1
-1	/	3	2	-3	/	16	5	/	COc1ccc(NC(=O)CCNS(=O)(=O)c2ccc3c(c2)c(=O)n(C)c(=O)n3C)cc1
1	/	-10	-2	-9	/	15	4	/	COc1ccc(CCNS(=O)(=O)c2cccs2)cc1
0	-11	-6	/	-6	108	/	5	-4	CCCC(=O)Nc1sc2c(c1C#N)CC(C)(C)NC2(C)C
-4	-7	-27	2	-1	120	-6	4	-3[fluorescence artefact?]	N#Cc1ccccc1CSc1ccccn1
/	-7	/	-3	/	112	0	/	-4	COC(=O)C(C)Sc1nc2c(c(=O)n1-c1ccccc1)SCC2 (stereo not drawn)
6	31[fluorescence artefact?]	2	0	-8	83	-5	4	9	O=C1CCCCCN1Cc1ccccc1
/	2[fluorescence artefact?]	/	-1	/	107	-18	/	2	CC(=O)NCC(=O)OCC(=O)Nc1ccc(C(C)=O)cc1
0	-5	-17	-2	5	108	-42	-6	6	Cc1ccc(CNC(=O)NC2CCCCC2)cc1
/	-3[fluorescence artefact?]	/	-3	/	113	7	/	-5	CC1(C)CN=C(N2CCN(C3=NCC(C)(C)S3)CC2)S1
-1	3	17	-1	1	83	-2	-1	2	O=C(NC1CCCC1)c1ccccc1-c1nc2ccccc2[nH]1
0	21	16	0	-4	72	3	4	7	COc1ccccc1CNC(=O)c1cn(C)c(=O)c2cc(OC)c(OC)cc12
3	7	-4	-4	-9	87	17	10	6	O=C1NC2(CCCc3ccccc32)C(=O)N1Cc1nnc(-c2ccccc2Br)o1 (stereo not drawn)
-2	-5	9	-2	-2	101	7	6	-5	CSc1ncccc1C(=O)OCc1ccccc1F
-1	3	18	1	-12	123	-20	-2	-7	CCCN(CCC)CCNS(=O)(=O)c1ccc2c(c1)CCN2C(=O)C1CCC1
4	-10	0	2	-10	102	3	5	-4	CC1=C(C#N)C(Nc2ccc(Cl)cn2)(C(F)(F)F)C(=O)N1 (stereo not drawn)
-1	8	-20	-1	7	105	-30	6	0	Cc1cc(C)n(C(=O)c2ccc(C)c(S(=O)(=O)N3CCCCC3)c2)n1
2	/	3	/	-14	/	/	18	/	CCOC(=O)CSc1nc(-c2ccccc2)nc2ccccc12
-1	-5	-9	1	-12	100[fluorescence artefact?]	-30	1	1	COCCn1c(C23CC4CC(CC(C4)C2)C3)n[nH]c1=S
4	-13	23	-8	-16	103	-1	5	-3	O=C(CCCc1ccccc1)NCc1cn2ccsc2n1
1	-3	3	0	-4	92	35	5	-4	CCOC(=O)C1CCN(S(=O)(=O)c2ccc(-n3cnnn3)c(C)c2)CC1
0	41	2	-5	-17	73	5	6	27[fluorescence artefact?]	COc1ccc(S(=O)(=O)N(C)CC(=O)N2CCOCC2)cc1Cl
-2	3	13	0	7	69	5	6	6	CCOc1ccc(C2=Cc3cc(OC)c(OC)cc3C(=C(Cl)Cl)O2)cc1
0	-6	16	-5	1	114	2	8	-4	O=C(Nc1cccc(F)c1)C1CCN(C(=O)c2ccc(Br)cc2)CC1
-3	2	2	1	-10	114[fluorescence artefact?]	0	0	0	Cc1ccc(C)c(NC(=O)CSc2nnc([C@@H]3CCCN3C(=O)OC(C)(C)C)o2)c1

Assay outcomes: PubChem, several laboratories
